Screens (PubChem BioAssay)
Nrf2 activator – activators of Nrf2 (ARE) signaling; Potency, µM (highest dose often 46.1 µM), without a hit: top-dose activation, hits mostly activators; AREc32 ARE-luciferase reporter (MCF7-derived line), luminescence, 24 h; 410,000 tested, 0.31% active; note: % of control where 0% means no effect; nearly all actives have a fitted effect of over 65% in size
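ARE activation measured as luciferase luminescence (Steady-Glo, 30 min RT) in AREc32_Fluc cells after 24 hr compound exposure at 37 deg C, 5% CO2; cells seeded overnight at 1000/well in OPTI-MEM, 5% FBS.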
HepG2 tox – HepG2 cytotoxicity, counter-screen for TGF-b inhibitors. HepG2 CAGA-GFP viability, ATP luminescence, 18 h. Potency, µM (highest dose often 46.1 µM), without a hit: at the highest dose activity change, negative = cytotoxicity, hits mostly cytotoxic. 410,000 tested, 0.76% active; note: some results filed as inactive show a strong effect at the top dose
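CellTiter-Glo luminescence gave cytotoxicity after 18 hours at 37 degrees C. The cells were HepG2 CAGA-GFP in 1% FBS DMEM, stimulated with 500 pg/mL TGF-beta after compound addition. %Activity was normalised to no-cell wells (complete cell-killing) and DMSO (no toxicity), and curves were fitted and classified.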
TGFb inhibitor – blocks TGF-b signaling; HepG2 CAGA-GFP TGF-b/SMAD3 reporter, GFP fluorescence, 18 h; TGF-beta stimulated, 500 pg/mL final; Potency, µM (titrated, usually from 46.1 µM), inactives show at the top dose activity, negative = inhibition, hits mostly inhibitors; 410,000 tested, 1.2% active; AID 588855; note: % is set by controls: 0 for no effect and ±100 for the full control effect; nearly all actives have a fitted effect of over 65% in size
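Inhibition was scored as loss of TGF-beta-induced (500 pg/mL final, 18 hours, 37 degrees C) GFP in HEPG2 cells carrying a CAGA-GFP reporter, in DMEM with 1% FBS. Well GFP was summed per cell; Activity was normalised to unstimulated and stimulated DMSO wells, then concentration-response fitting.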
ATXN viability – viability counter-screen for ATXN expression inhibitors; S2 cells (HEK-293 line with an ATXN2-luciferase reporter) viability, CellTiter-Fluor protease fluorescence, 24 h; Potency, µM (doses to about 56.7 µM), actives largely listed as cytotoxic; 400,000 tested, 0.49% active; AID 651635; note: nearly all actives have a fitted effect of over 40% in size
ATXN2 expr inh – inhibitors of ATXN2 expression | 360,000 tested, 0.72% active | AID 1745845 | HEK-293 ATXN2-luciferase reporter, luminescence, 24 h | Potency, µM (top dose mostly 57 µM), for inactives: top-dose activity change, negative = inhibition, usual class: inhibitors; note: % is set by controls: 0 for no effect and ±100 for the full control effect; nearly all actives have a fitted effect of over 55% in size
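qHTS (up to 57 uM final) was run with 24 h compound exposure of reporter cells at 37 °C. Each well was multiplexed: SteadyGlo luminescence measured ATXN2-luciferase expression after a fluorogenic Gly-Phe-AFC viability readout (25 uM final).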
Nrf2 inh – inhibitors of Nrf2 signaling. A549 ARE-Fluc reporter, luciferase luminescence, 18-24 h. Potency, µM (titrated, usually from 46 µM), for inactives: top-dose activity change, negative = inhibition, usual class: inhibitors. 360,000 tested, 2.1% active. AID 504444; note: % is set by controls: 0 for no effect and ±100 for the full control effect; nearly all actives have a fitted effect of over 60% in size
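Reporter: ARE-Fluc in A549. Exposure: 18-24 h, 37 °C, 5% CO2, 5% FBS OPTI-MEM. Readouts: fluorescent cytotoxicity (CellTiter-Fluor), then luminescent Nrf2 signal after BugLite.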
A549 viability – A549 cytotoxicity, counter-screen for Nrf2 inhibitors; A549 ARE-Fluc cells, CellTiter-Fluor viability, 18-24 h; Potency, µM (highest dose often 46 µM), inactives show at the highest dose activity change, negative = cytotoxicity, usual class: inhibitors; 390,000 tested, 0.16% active; note: % is set by controls: 0 for no effect and ±100 for the full control effect
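A549 ARE_Fluc cells in 5% FBS OPTI-MEM were exposed to compounds in concentration-response for 18-24 h at 37 deg C. Viability was read by CellTiter-Fluor fluorescence (Ex 405/Em 525) after 30 min, before the luciferase read.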
EPAC2 antagonist – EPAC2 (human) antagonism | Potency, µM (highest dose often 114 µM), for the others: at the highest dose activity, negative = inhibition, hits mostly inhibitors | Q8WZA2 | AID 720708 | EPAC2 GEF exchange of Rap1B-BODIPY-GDP, fluorescence | 360,000 tested, 0.18% active; note: % is set by controls: 0 for no effect and ±100 for the full control effect; nearly all actives have a fitted effect of over 45% in size; many of its hits are not listed in these tables
Target sequence (Q8WZA2 whole entry, looked up): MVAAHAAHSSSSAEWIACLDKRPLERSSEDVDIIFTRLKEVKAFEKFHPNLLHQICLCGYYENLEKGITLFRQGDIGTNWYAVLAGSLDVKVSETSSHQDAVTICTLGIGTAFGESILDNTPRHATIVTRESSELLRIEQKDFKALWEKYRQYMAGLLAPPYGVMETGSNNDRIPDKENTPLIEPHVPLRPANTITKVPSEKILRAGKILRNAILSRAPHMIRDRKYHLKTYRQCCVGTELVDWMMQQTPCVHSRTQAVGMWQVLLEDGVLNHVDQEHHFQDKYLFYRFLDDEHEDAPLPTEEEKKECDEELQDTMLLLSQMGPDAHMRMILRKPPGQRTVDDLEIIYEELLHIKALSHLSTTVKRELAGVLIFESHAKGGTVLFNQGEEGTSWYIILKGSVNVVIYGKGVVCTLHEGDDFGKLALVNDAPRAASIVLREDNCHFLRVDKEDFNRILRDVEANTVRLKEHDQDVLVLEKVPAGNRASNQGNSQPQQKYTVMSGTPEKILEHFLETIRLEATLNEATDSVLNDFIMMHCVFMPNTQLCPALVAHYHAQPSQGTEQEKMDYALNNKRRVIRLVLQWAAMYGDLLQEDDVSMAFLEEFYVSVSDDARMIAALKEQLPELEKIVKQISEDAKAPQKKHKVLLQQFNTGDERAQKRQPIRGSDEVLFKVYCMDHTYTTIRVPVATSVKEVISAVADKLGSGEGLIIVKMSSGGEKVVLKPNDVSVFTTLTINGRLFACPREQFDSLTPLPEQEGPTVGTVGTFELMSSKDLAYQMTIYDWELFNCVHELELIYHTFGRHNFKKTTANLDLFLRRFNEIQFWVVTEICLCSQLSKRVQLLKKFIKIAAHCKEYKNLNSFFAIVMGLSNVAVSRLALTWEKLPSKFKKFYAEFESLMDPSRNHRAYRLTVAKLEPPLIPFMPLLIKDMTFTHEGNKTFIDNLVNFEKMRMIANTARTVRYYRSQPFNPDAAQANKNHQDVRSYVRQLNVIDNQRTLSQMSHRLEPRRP
MCF10A rereplic – DNA re-replication induction in MCF 10a cells | MCF 10A DNA re-replication, Hoechst nuclear intensity, 48 h | Potency, µM (highest dose often 46.1 µM), for inactives: at the top dose activity, positive = re-replication, usual class: activators | 350,000 tested, 2.9% active; note: % of control where 0% means no effect; nearly all actives have a fitted effect of over 50% in size
* hit, by the source's call; i = inactive; ? = inconclusive; . = no result given; & = joins results of further samples; [ ] = dose if it differs, or a comment. Calls come from the whole dose curve; as a rule, active = well fitted curve in the direction sought with a large enough effect; inconclusive = small, poorly fitted or top-dose-only effect, or another doubt; inactive = no such curve, though single readings can be large; an effect the other way counts as inactive or inconclusive. Potency is the fitted concentration of half-maximal effect. Some of the compounds tested; rates above refer to the full screens.

SMILES,Nrf2 activator,HepG2 tox,TGFb inhibitor,ATXN viability,ATXN2 expr inh,Nrf2 inh,A549 viability,EPAC2 antagonist,MCF10A rereplic
CC(=O)c1cccc(N2C(=O)CN(S(C)(=O)=O)CC2(C)C(=O)NC2CCCC2)c1 (configuration not stated),0.5%,2%,-15%,.,.,?,2%,.,.
COCCn1c(SCC(=O)Nc2ccc(C)cc2)nc2c(oc3ccccc32)c1=O,-0.6%,0%,0%,i,?,0%,2%,-3%,?
COc1ccc(NC(=O)c2oc3ccc(S(=O)(=O)N4CCOCC4)cc3c2C)c(OC)c1,-0.9%&-0.8%,12%&-11%,5%&0%,i,-8%,-7%,5%&11%,2%,-8%
COC(=O)c1cc(Cl)c(NC(=O)/C=C/c2ccc(Cl)cc2Cl)cc1OC,-0.5%&0.0%,-1%&5%,?,i,-24%,10%,0%&-3%,14%,2.1µM*
CN1CCN(c2ncnc3c2ncn3[C@H]2CN(Cc3ccco3)C[C@@H](CO)O2)CC1,-1.1%[9.22 µM],1%,11%,i,9%,.,.,8%,.
Cc1onc(-c2ccccc2)c1CNC(=O)Nc1cccc(Cl)c1,-0.1%,-21%,?,i,-31%,?,6%,-6%,?
CC(=O)Nc1ccc(S(=O)(=O)NCC2CCC(C(=O)NCCCOC(C)C)CC2)cc1 (configuration not stated),-0.8%&0.4%,0%&3%,-12%&-1%,i,0%,-5%,1%&-8%,4%,-1%
CCOC(=O)c1ccc(NC(=O)CC2C(=O)OCCN2CC)cc1 (configuration not stated),0.8%&3.6%,-4%&9%,?,i,16%&8%,3%&10%,2%&-2%,7%,?
O=[N+]([O-])c1ccc2nc(-c3cccnc3)[nH]c2c1,2.9%,7%,-20%,i,6%,4%,1%,-1%,?
CCc1ccc(CNC(=O)C2CCN(c3nn4cc(-c5ccc(F)cc5)nc4s3)CC2)cc1,3.6%,1%,-1%,.,.,27%,1%,.,.
CC(C)NC(=O)C1(N2C(=O)c3ccccc3C2=O)CCCC1,-0.2%,-2%,1%,i,2%,?,-1%,12%,6%
Nc1c(C(=O)N2CCCC2)sc2nc(-c3ccccc3)ccc12,4.1%,-7%,3%,.,72%[activator],?,8%,0%,18µM*
COc1cc(C(C)=O)ccc1Oc1ncnc2c1cnn2-c1ccccc1,-0.1%,-1%,-1%,i,7%,?,-1%,3%,9%
C[C@@H](C[C@@H](O)[C@H](O)C(C)(C)O)[C@@H]1CC[C@]2(C)C3=CC[C@H]4C(C)(C)C(=O)CC[C@]4(C)[C@H]3CC[C@@]12C,-0.5%,11µM*,11µM*,.,?,?,?,0%,?
CN(C)c1ccc(CNC(=O)c2ccc(CNc3c(N4CCCCC4)c(=O)c3=O)cc2)cc1,0.2%,-24%,4%,i,9%,11%,1%,11%,0%
O=C(CSc1ccc(-c2nc3ccccc3[nH]2)cn1)N1CCN(C(=O)c2ccco2)CC1,0.6%,-12%,-1%,i,21%,.,2%,10%,-1%
Cc1cnc(NC(=O)c2nn(C)cc2[N+](=O)[O-])s1,-0.3%,-1%,?,i,14%,?,-7%,0%,4.1µM*
CC(=O)c1ccc2c(c1)N(Cc1ccccc1Cl)C(=O)C(C)S2 (configuration not stated),0.3%[9.22 µM],-18%,-12%,?,-18%,.,.,?,.
CN(C)S(=O)(=O)c1ccc(C(=O)OCC(=O)Nc2ccccc2OC(F)F)cc1,-0.2%,10%,0%,i,-4%,-13%,0%,11%,-1%
O=C(O)c1ccc(-c2noc(-c3cccc(F)c3)n2)cc1,2.8%,-6%,4%,i,22%,?,1%,-4%,-2%
CC(Oc1ccccc1)C(=O)N1CCC2(CC1)Oc1ccc(F)cc1C(=O)C21CC(c2ccc(Cl)cc2)=NO1 (configuration not stated),-1.0%,3%,?,i,-11%,-15%,-1%,4%,-1%
CC(=O)c1cccc(NC(=O)c2cnn(-c3cccc(C)c3)c2-n2cccc2)c1,-0.3%,3%,-8%,.,.,?,12%,.,.
Cc1ccccc1C(=O)Nc1cccc(-c2ccc3nncn3n2)c1,1.8%,-23%,5%,i,23%,?,-1%,1%,-2%
CCOc1ccc(-n2c(SC(C)C)nc3c(c2=O)SCC3)cc1,0.3%,2%,?,i,-24%,-8%,-5%,-3%,19%
NS(=O)(=O)c1ccc(CNC(=O)c2cccc(S(=O)(=O)N3CCc4ccccc43)c2)cc1,2.0%,-2%,-36%,?,-1%,?,-4%,-8%,2%
COc1ccccc1Oc1ccc2c(c1)C(=O)N(c1ccc(Br)c3cccnc13)C2=O,-0.5%,4%,33%[activator],i,2%,-5%,-3%,0%,14%
O=C(CSc1nc(Nc2ccccc2)nc(N2CCOCC2)n1)Nc1ccc2c(c1)OCCO2,2.1%,-39%,9%,i,2%,?,-14%,-6%,18µM*
CCn1c(=O)n(CC)c2cc(S(=O)(=O)Nc3ccccc3C)c(C)cc21,3.4%,-18%,-28%,i,9%,?,-2%,-3%,?
Cc1cccc(NC(=O)/C(C#N)=C\c2cn(CC(=O)O)c3ccccc23)c1,4.4%,-12%,-5%,i,8%,21%,1%,-5%,-3%
CC(C)Cn1c(C(C)C)nc([N+](=O)[O-])c1Sc1ccc(Cl)cn1,?,-23%,4%,i,4%,-16%,-3%,7%,?
Cc1cccc(C(C)C)c1NC(=O)c1ccc2c(c1)CCN2S(C)(=O)=O,0.0%,-24%,3%,i,-12%,8%,-3%,.,.
COc1ccc(Cl)cc1NC(=O)CSc1cn(CC(=O)N2CCCCC2)c2ccccc12,1.1%,-27%,0%,.,.,?,-21%,.,.
COC(=O)c1ccc(O)c(Sc2cc(C(=O)OC)ccc2O)c1,0.3%,1%,-5%,i,-4%,6%,-1%,9%,-3%
Cn1cc(S(=O)(=O)CC(=O)Nc2ccc3c(c2)OCCO3)c2ccccc21,0.6%,7%,-18%,i,3%,1%,-6%,-3%,0%
COC(=O)C1(C)NC(c2ccc(O)cc2)C2C(=O)N(c3ccc(C)cc3)C(=O)C21 (configuration not stated),-0.2%,-1%,0%,i,-3%,-7%,-2%,14%,0%
CCOC(=O)[C@H]1[C@H]2COc3ccc(Cl)cc3[C@@H]2N2C(=O)c3cc(C)ccc3NC(=O)[C@@]12C,-1.1%,-4%,-9%,i,-10%,-4%,0%,-28%,?
CS(=O)(=O)Nc1ccc2c(c1)[C@H]1C[C@H](CC(=O)NCc3cccc(F)c3)O[C@@H](CO)[C@H]1O2,-0.3%,0%,3%,i,-6%,.,.,0%,.
Cc1ccc(N2C(=O)C3NN=C(C(=O)OCc4ccccc4)C3C2=O)c(C)c1 (configuration not stated),-2.0%,-38%,-10%,i,-16%,-10%,1%,-9%,3%
O=C(O)c1ccc(CN2C(=O)CSC2=S)cc1,?,-16%,-2%,i,-21%,11%,-17%,11%,5.2µM*
CCC(C)Nc1nc(SC(C(C)=O)C(C)=O)nc(N(C)C)n1 (configuration not stated),3.0%,0%,-2%,i,-4%,.,-1%,9%,-1%
Cc1ccc(CCNC(=O)c2cc(-c3ccccc3)n[nH]2)cc1,3.2%,-26%,10%,i,?,?,-6%,.,.
COc1cc(C#Cc2ccc3cc(CCCO)oc(=O)c3c2)cc(OC)c1,11%,-28%,?,?,-29%,?,8%,-10%,?
CCOC(=O)C1=C(C)NC(=O)NC1c1ccc2c(c1)OCCO2 (configuration not stated),0.2%,-3%,-19%,i,16%,3%,3%,5%,-1%
CCOC(=O)c1cc(-c2ccc(F)cc2)n(CCC(=O)Nc2nc3cc(C)c(C)cc3s2)c1C,0.4%,-2%,?,.,.,.,-1%,.,.
Cc1cc(/C=C2/NC(=O)N(c3ccccc3)C2=O)c(C)n1-c1cccnc1,2.2%,-6%,28%,i,.,?,-6%,-2%,-7%
FC(F)(F)c1ccc(-c2cccc3c2C2CC3CCN2)cc1 (configuration not stated),2.0%,-6%,0%,i,-8%,9%,4%,18%,-58%[inhibitor]
CC(C)(C)SCCNC(=O)CN(c1ccccc1)S(=O)(=O)c1ccccc1,-0.6%,-3%,-4%,i,-6%,-30%,-3%,7%,0%
Cc1ccc(S(=O)(=O)N(C)C)cc1NC(=O)COC(=O)C1(c2ccccc2)CC1,-1.2%,4%,9%,i,-2%,-8%,8%,-7%,4%

Two successive entries already listed:
SMILES,Nrf2 activator,HepG2 tox,TGFb inhibitor,ATXN viability,ATXN2 expr inh,Nrf2 inh,A549 viability,EPAC2 antagonist,MCF10A rereplic
COc1cc(C#Cc2ccc3cc(CCCO)oc(=O)c3c2)cc(OC)c1,11%,-28%,?,?,-29%,?,8%,-10%,?
CCOC(=O)C1=C(C)NC(=O)NC1c1ccc2c(c1)OCCO2 (configuration not stated),0.2%,-3%,-19%,i,16%,3%,3%,5%,-1%

(cont.)
SMILES,Nrf2 activator,HepG2 tox,TGFb inhibitor,ATXN viability,ATXN2 expr inh,Nrf2 inh,A549 viability,EPAC2 antagonist,MCF10A rereplic
O=C(O)Cc1csc2ccccc12,-1.1%,9%,14%,i,8%,11%,3%,12%,-5%
COc1cc(C(=O)NCC(=O)N/N=C/c2ccccn2)cc(OC)c1OC,0.1%,17%,4%,i,-11%[11.3 µM],?,2%,0%,-2%
Cc1ccc(-c2noc(COc3ccccc3C)n2)cc1,3.2%,-26%,-6%,i,33%[activator],19%,-10%,-2%,?
Cc1ccc(/C=N/NC(=O)c2n[nH]c3c2CCCC3)cc1,2.4%,31%,?,i,18%,?,-12%,3%,?
CCOc1ccccc1NS(=O)(=O)c1cccs1,0.0%,-1%,-7%,i,-7%,-11%,-7%,5%,3%
COc1ccc(C(=O)NC(=S)NNC(=O)c2cnccn2)cc1OC,-1.0%,-4%,1%,?,?,?,-19%,0%,?
COc1ccc(-c2ccc(=O)n(Cc3cc(=O)n4ccccc4n3)n2)cc1,2.9%,-29%,?,i,-9%,-4%,2%,9%,?
Cc1c(/C=N/n2cnnc2)c2ccccc2n1CCOc1ccccc1,0.3%,-34%,?,i,-9%,-21%,-5%,7%,?
